rCAG binder – r(CAG) repeat RNA binding | TO-PRO-1 dye displacement fluorescence | 370,000 tested, 1.3% active | AID 651821 | inhibition, % at 3 µM;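 active = inhibition above the plate cutoff, the mean of all test compounds on that plate plus 3 SD, cut at about 35% in these data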;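 also: 0% = DMSO alone and 100% = 100 µM mitoxantrone as full dye displacement; higher means more dye released from RNA so lower well fluorescence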
HTRA1 inh – blocks human HTRA1 serine peptidase; recombinant HTRA1, FP-rhodamine activity-based probe, fluorescence polarization; inhibition, % at 5.96 µM; 340,000 tested, 0.5% active; AID 504803; in the data active = inhibition above about 36%;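 also: 0% = enzyme with DMSO and 100% = wells lacking enzyme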
TDP2 inh – blocks human TDP2 phosphodiesterase activity; recombinant TDP2, T5PNP hydrolysis, p-nitrophenol absorbance 415 nm; inhibition, % at 12.8 µM; 370,000 tested, 0.34% active;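 active = inhibition above the mean of all tested compounds plus 3 SD, set per campaign, cut at about 25% in these data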;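 also: 0% = DMSO with enzyme and 100% = buffer with substrate but no TDP2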
Target sequence (O95551 whole entry, looked up): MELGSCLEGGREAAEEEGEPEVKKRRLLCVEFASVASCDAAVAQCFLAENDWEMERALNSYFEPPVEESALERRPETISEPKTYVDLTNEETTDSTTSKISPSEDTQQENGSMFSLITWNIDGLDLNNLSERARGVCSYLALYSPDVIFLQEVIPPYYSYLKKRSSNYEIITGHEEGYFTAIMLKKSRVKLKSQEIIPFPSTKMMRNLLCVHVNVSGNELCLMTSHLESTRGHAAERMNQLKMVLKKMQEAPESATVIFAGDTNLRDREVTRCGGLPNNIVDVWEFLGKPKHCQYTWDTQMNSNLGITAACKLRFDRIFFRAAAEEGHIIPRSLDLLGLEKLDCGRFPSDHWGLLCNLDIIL
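Incubation: 2 h at 37 °C; Test system: recombinant human TDP2; Quantity: enzyme 120 nM; Read-out basis: percent inhibition; Medium: 50 mM Tris-HCl pH 7.5 with Mg2+, KCl, DTT, BSA; Repeats: single replicate; Compound: 12.8 µM single point, 1% DMSO; Signal: epi absorbance; Reagent: 5 mM T5PNP chromogenic substrate; Benchmarks: no-enzyme high, DMSO-plus-enzyme low.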
TCR CD3 inh – human TCR-CD3 binding inhibition; 360,000 tested, 0.37% active; inhibition, % at 9.4 µM; TAMRA-labeled TCR probe fluorescence, biochemical; in the data active = inhibition above about 19%;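 also: recombinant mutant TCR 2C K166C tagged with TAMRA read by polarization; 0% = receptor in buffer alone and 100% = receptor with positive control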
LEDGF integ inh – blocks HIV-1 LEDGF/p75-dependent DNA integration | TR-FRET IN-LEDGF/p75 DNA integration, Eu/Cy5 | inhibition, % at 3.7 µM | 370,000 tested, 0.64% active;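 active = inhibition above the screen-wide mean plus 3 SD, cut at about 13% in these data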;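 also: signal is the Cy5 over europium emission ratio at 671 and 618 nm; 0% = plate median of compound wells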
NR1D1 modulator – Rev-erb alpha (human) modulation. Rev-erbα–FITC-DNA binding, fluorescence polarization, 90 min. P20393. activity, % at 10 µM. AID 1259318. 370,000 tested, 0.79% active;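 active = activity above about 14%, limit read from the data; passing the limit was not always enough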;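 also: 0% = DMSO wells with 35 nM protein and 100% = DMSO wells with 750 nM protein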
mABHD4 FP – inhibits mouse alpha/beta hydrolase domain 4; Q8VD66; purified mABHD4, FP-Rh probe fluorescence polarization; inhibition, % at 8.92 µM; 370,000 tested, 0.54% active; AID 720543;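 active = inhibition exceeding the mean over every tested compound plus 3 SD, cut at about 30% in these data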;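 also: 0% = plate median of compound wells and 100% = S159A mutant with DMSO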
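assay system = mABHD4 protein | compound dosing = single nominal dose of 8.92 µM, 0.89% DMSO final | read-out basis = percent inhibition of probe binding, normalized to plate controls | schedule = Enzyme–compound pre-incubation 45 min, then probe 60 min, both 25 °C | detection = fluorescence polarization, excitation 525 nm, emission 598 nm, BODIPY TMR filters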
SIAE primary – human SIAE inhibition, primary screen; inhibition, % at 9.66 µM; SIAE FP-Rh probe binding, fluorescence polarization; AID 1053197; 370,000 tested, 0.69% active;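 active = inhibition above a cutoff: mean of compounds within the control limits plus 3 SD of those, cut at about 17% in these data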;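 also: 0% = plate median of compound wells and 100% = probe without SIAE protein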
PG9 Ab binder – binds the HIV-1 gp120 antibody PG9. AID 624416. 360,000 tested, 0.43% active. inhibition, % at 6.7 µM. TR-FRET gp120-PG9 antibody binding; in the data active = inhibition above about 8.5%
PRMT1 inh – PRMT1 (human) inhibition, primary screen; recombinant PRMT1, activity-based probe fluorescence polarization; Q99873; inhibition, % at 2.79 µM; 370,000 tested, 1.3% active;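 active = inhibition above about 21% made by adding two undisclosed values, limit read from the data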
Target sequence (Q99873 whole entry, looked up): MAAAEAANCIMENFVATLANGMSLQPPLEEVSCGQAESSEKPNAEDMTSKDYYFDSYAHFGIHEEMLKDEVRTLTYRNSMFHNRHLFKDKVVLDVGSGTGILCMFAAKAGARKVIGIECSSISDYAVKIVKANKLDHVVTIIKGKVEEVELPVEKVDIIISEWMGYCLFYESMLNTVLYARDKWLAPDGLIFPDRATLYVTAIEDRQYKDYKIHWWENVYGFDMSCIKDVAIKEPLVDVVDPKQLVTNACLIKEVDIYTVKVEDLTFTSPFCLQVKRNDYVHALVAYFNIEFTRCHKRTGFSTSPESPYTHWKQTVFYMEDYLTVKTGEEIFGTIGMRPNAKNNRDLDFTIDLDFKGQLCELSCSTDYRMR
Active calls of the source: *; . = not tested or not shown. These rows are one share of the data, so the mix of outcomes need not match the whole.

SMILES	rCAG binder	HTRA1 inh	TDP2 inh	TCR CD3 inh	LEDGF integ inh	NR1D1 modulator	mABHD4 FP	SIAE primary	PG9 Ab binder	PRMT1 inh
Cc1cccc(-c2cccc3c4c([nH]c23)[C@@H]2C[C@H](N(C)C(=O)C3CCCCC3)[C@H]([C@H](C)O)CN2CC4)c1	3	.	-10	.	1	-3	2	-6	.	0
CCO/N=C(/C)c1c(O)cc(C(C)(C)C)n(-c2ccccc2)c1=O	-4	9	-6	7	-2	0	4	0	0.0	-1
COc1ccccc1C(CNC(=S)NCc1ccccc1)N1CCCC1 (stereo unspecified)	-4	-2	-4	0	-1	-9	-3	-11	-1.8	3
COc1cccc(N2CC(C)Cn3c2nc2c3c(=O)[nH]c(=O)n2C)c1 (stereo unspecified)	-5	-8	1	-3	-4	-1	4	-5	-0.8	0
O=C(NCc1ccccc1)N1CCN(Cc2nc3ccccc3c(=O)[nH]2)CC1	1	.	-4	.	0	0	-4	1	.	0
COCCNC(=O)Nc1ccc2nc(-c3cccs3)c(-c3cccs3)nc2c1	20	-42	4	-6	-5	10	-36	-13	0.1	3
CS(=O)(=O)N(Cc1ccc(Cl)cc1)c1ccc(C(=O)N2CCN(c3ccccc3)CC2)cc1	0	-3	-4	-2	-3	3	2	4	1.7	-1
O=C1NC(=Nc2cccnc2)S/C1=C/c1ccc(F)cc1	4	.	-3	9	-2	-2	0	-1	-1.9	-4
O=C(Cc1ccc([N+](=O)[O-])cc1)N1N=C(c2ccncc2)CC1(O)C(F)(F)F (stereo unspecified)	3	3	-4	-7	6	-4	-10	-5	1.2	7
COc1ccc(OCC(=O)NCCCN2CCOCC2)cc1	-1	4	15	5	-2	3	3	7	-0.9	-2
C[C@H](O)[C@@H]1CN2CCc3ccc(-c4ccc5c(c4)OCO5)cc3[C@@H]2C[C@@H]1N(C)CC1CCCCC1	2	.	-4	.	1	7	8	7	.	1
c1ccc(-n2ncc3c(N4CCC5(CC4)OCCO5)ncnc32)cc1	-4	1	-7	3	-2	-4	5	-2	-1.6	-4
CS(=O)(=O)N1CC(C(=O)NC2CC2)Oc2ccc(Cl)cc21 (stereo unspecified)	2	-1	-13	-4	4	0	-10	-9	0.1	-5
COc1ccc(-c2cc(-c3ccccc3)nc(N3CCCC3)n2)cc1OC	9	-41	-6	1	1	9	-1	-23	5.4	-2
Cc1ccccc1C(=O)N1CCCC(CCC(=O)N2CCN(c3ccccn3)CC2)C1 (stereo unspecified)	-6	-2	16	8	0	5	6	3	-3.3	-2
CCCC(=O)N(Cc1cc(=O)[nH]c2ccccc12)c1cccc(C)c1	5	-19	5	-1	1	-3	-5	-3	-1.6	-2
O=S(=O)(NCc1ccco1)c1ccc(Cl)s1	1	0	-7	5	1	5	0	0	0.0	1
COCCCNC(=S)N/N=C/c1ccc(OC)c(Br)c1	-2	2	4	0	0	2	-3	-3	-1.3	2
O=C(NC(=S)Nn1cnc2c(cnn2-c2ccccc2)c1=O)c1ccccc1	11	3	-18	3	3	5	8	0	-2.0	1
COc1ccc(CSc2ccc(S(=O)(=O)N3CCCCC3)cn2)cc1F	5	4	3	4	0	0	1	-5	1.2	1

Entries of single compounds from above.
Listed for `O=C1NC(=Nc2cccnc2)S/C1=C/c1ccc(F)cc1` → rCAG binder: 4; HTRA1 inh: .; TDP2 inh: -3; TCR CD3 inh: 9; LEDGF integ inh: -2; NR1D1 modulator: -2; mABHD4 FP: 0; SIAE primary: -1; PG9 Ab binder: -1.9; PRMT1 inh: -4
Listed for `c1ccc(-n2ncc3c(N4CCC5(CC4)OCCO5)ncnc32)cc1` → rCAG binder: -4; HTRA1 inh: 1; TDP2 inh: -7; TCR CD3 inh: 3; LEDGF integ inh: -2; NR1D1 modulator: -4; mABHD4 FP: 5; SIAE primary: -2; PG9 Ab binder: -1.6; PRMT1 inh: -4

Next section:
SMILES	rCAG binder	HTRA1 inh	TDP2 inh	TCR CD3 inh	LEDGF integ inh	NR1D1 modulator	mABHD4 FP	SIAE primary	PG9 Ab binder	PRMT1 inh
COc1ccc(CCN2CC(C(=O)Nc3cc(S(C)(=O)=O)ccc3Cl)CC2=O)cc1OC (stereo unspecified)	-4	1	-8	0	-1	0	5	2	-0.5	-2
COc1ccc(CCNC(=O)CSc2nn3c(=O)c(C)nnc3s2)cc1OC	-1	0	-3	5	4	-3	5	1	-0.8	1
COC(=O)C1C(=O)C=C(N2CCOCC2)CC1(C)C (stereo unspecified)	3	1	1	-2	2	0	-1	-9	-2.9	-1
O=C(NCCc1ccccc1)C1CCCN1C(=O)NCc1ccccc1 (stereo unspecified)	-5	0	6	5	-3	3	-1	1	0.5	0
CCN(CC)S(=O)(=O)c1ccc2c(c1)nc(CCC(=O)Nc1ccccc1Cc1ccccc1)n2CC	-3	-34	-9	4	2	-2	7	2	-2.1	0
O=C(NCc1ccccc1)C1=C[C@H](c2ccc3c(c2)OCO3)C[C@H](OCCCCO)O1	4	-7	-12	-3	-1	0	-16	-4	0.5	7
Cc1cc(C)c2nc(-c3cccc(Cl)c3)c(C)c(C(=O)N3CCOCC3)c2c1	-6	-13	-3	10	-1	1	3	1	0.0	-3
CC(C)CCN1CCN(Cc2ccc(Oc3ncccn3)cc2)CC1CCO (stereo unspecified)	-5	8	9	8	4	2	-6	10	-1.1	-7
CC(=O)Nc1nn(C)c2nc(C)cc(C)c12	2	2	13	5	3	3	5	3	-0.7	0
Cc1cc(NC(=O)CN2C(=O)c3ccccc3C2=O)no1	-1	1	6	1	-2	4	3	-6	0.6	4
O=[N+]([O-])c1ccc(N2CCSCC2)cc1	4	5	-5	1	-3	-5	0	-7	-0.8	1
COc1cc(/C=N/Nc2nn3cnnc3c3ccccc23)cc(OC)c1OC	11	-7	4	-22	2	-3	-4	-8	-2.0	2
CCOc1cc(N2CCOCC2)c(OCC)cc1NC(=O)CN1CCSC1=O	0	2	4	3	-3	0	-7	5	-0.8	-2
Cc1ccc(S(=O)(=O)n2ccc(-c3c(-c4ccc(Cl)cc4)noc3C)n2)cc1	3	.	-3	.	3	3	-1	-3	.	2
COc1ccc(CNC(=O)c2cc(=O)c3cc(C)cc(C)c3o2)cc1	1	0	9	5	0	10	1	-2	-0.8	-5
CCOc1ccc(S(=O)(=O)N(C)C2CCCCC2)cc1	-8	-6	7	-6	0	-1	1	-6	-1.9	0
CCCN(CC1CC1)c1nc(N)c(C#N)c(CC#N)c1C#N	1	0	6	11	4	2	-3	1	0.1	3
COc1cc(/C=C(\C#N)C(=O)Nc2cc(C(F)(F)F)ccc2Cl)ccc1OCC(=O)Nc1cccc(C(F)(F)F)c1	14	-41	-14	-3	5	34*	-11	-16	-1.1	-2
CCN(CC)CCCN1C(=O)C2=C(C1=O)C1N(C)c3ccccc3[C@@]13C[C@@H](CO)N(C(=O)CCC(=O)OC)C3=N2 (stereo partly specified)	2	.	12	.	0	1	-3	3	.	-2
O=C(NN=C1CCCC1)c1[nH]c2ccc(Br)cc2c1-c1ccccc1	4	.	-6	1	1	3	-1	-32	-0.7	-1

Three records drawn at random from those above:
SMILES	rCAG binder	HTRA1 inh	TDP2 inh	TCR CD3 inh	LEDGF integ inh	NR1D1 modulator	mABHD4 FP	SIAE primary	PG9 Ab binder	PRMT1 inh
O=C(NCc1ccccc1)C1=C[C@H](c2ccc3c(c2)OCO3)C[C@H](OCCCCO)O1	4	-7	-12	-3	-1	0	-16	-4	0.5	7
COc1cc(/C=C(\C#N)C(=O)Nc2cc(C(F)(F)F)ccc2Cl)ccc1OCC(=O)Nc1cccc(C(F)(F)F)c1	14	-41	-14	-3	5	34*	-11	-16	-1.1	-2
CC(=O)Nc1nn(C)c2nc(C)cc(C)c12	2	2	13	5	3	3	5	3	-0.7	0

Next records.
SMILES	rCAG binder	HTRA1 inh	TDP2 inh	TCR CD3 inh	LEDGF integ inh	NR1D1 modulator	mABHD4 FP	SIAE primary	PG9 Ab binder	PRMT1 inh
Cc1ccc2ccccc2c1C(O)c1ncc(-c2ccccc2F)[nH]1 (stereo unspecified)	3	.	5	-3	1	6	-7	-1	-2.2	1
COc1cc(/C=N/Nc2ccccn2)cc(OC)c1O	3	8	-1	-3	-4	0	1	2	-11	7
O=C(CSc1nc2ncccc2[nH]1)N1CCOCC1	0	.	7	.	2	-4	2	-3	.	-4
COc1ccc(-c2nnc(SCC(=O)NC3CCCCC3)n2N)cc1	0	-1	3	-9	-5	0	2	-3	-0.9	7
CCNS(=O)(=O)c1ccc(NC(=O)c2ccccc2SCCOC)cc1	2	3	2	-5	0	-2	6	3	-1.3	1
NS(=O)(=O)c1cccc(NC(=O)c2cccnc2Oc2ccccc2)c1	0	4	2	4	-1	1	3	-1	-0.6	2
COc1ccccc1-c1cnc(C(O)c2ccc(F)cc2C)[nH]1 (stereo unspecified)	-1	.	3	-6	0	-3	-2	1	-0.6	1
Cc1onc(-c2ccccc2)c1C(=O)Nc1cccc(C#N)c1	3	-3	2	4	0	-3	2	-5	-1.9	-7
COc1ccc(-c2c(C(F)(F)F)nn(C)c2NC(=O)CSCC(=O)O)cc1	0	.	0	9	0	-6	0	4	0.0	-2
O=[S@]1Oc2ccccc2-c2ccccc21	-1	5	9	-10	-4	-1	15	-10	2.0	7
Cc1cccc(-c2oc3ccc(-c4ccc5c(c4)OCO5)cc3c2C#Cc2cncn2C)c1	16	-5	-5	3	-1	-6	4	-6	0.7	-4
O=C(Nc1cccc(C(F)(F)F)c1)C1C2CC3OC(=O)C1C3C2 (stereo unspecified)	1	-2	3	-3	0	1	-6	-1	-2.5	2
O=C(COC(=O)c1ccc(Cl)nc1)Nc1ccc(N2CCCCC2)cc1	11	13	-5	2	2	0	4	4	-2.7	-3
Cc1cc(O)c2c(CN3CCN(Cc4ccccc4)CC3)cc(=O)oc2c1	-6	-6	-2	0	8	-2	-2	5	-2.7	-7
Cc1ccc(C(=O)C2COC(=O)C2)cc1 (stereo unspecified)	-1	1	3	1	2	-7	4	-3	1.0	-3

A few values from the results shown.
For PRMT1 inh, `O=C(Nc1cccc(C(F)(F)F)c1)C1C2CC3OC(=O)C1C3C2` (stereo unspecified) shows 2
For SIAE primary, `Cc1cc(O)c2c(CN3CCN(Cc4ccccc4)CC3)cc(=O)oc2c1` shows 5
For mABHD4 FP, `O=C(CSc1nc2ncccc2[nH]1)N1CCOCC1` shows 2
For HTRA1 inh, `O=C(COC(=O)c1ccc(Cl)nc1)Nc1ccc(N2CCCCC2)cc1` shows 13
For TCR CD3 inh, `NS(=O)(=O)c1cccc(NC(=O)c2cccnc2Oc2ccccc2)c1` shows 4
